SENP6 inh: inhibitors of human SENP6 protease; hit rate 1.8% among 330,000; AID 2599; inhibition, % at 10 µM; Q9GZR1; Recombinant SENP6 catalytic domain, aminoluciferin luminescence;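 active = inhibition above about 50% at the single tested dose, limit read from the data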;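 note: plate controls were DMSO wells with enzyme for no effect and DMSO wells lacking enzyme for full effect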
Target sequence (Q9GZR1 628-1112 limits assumed): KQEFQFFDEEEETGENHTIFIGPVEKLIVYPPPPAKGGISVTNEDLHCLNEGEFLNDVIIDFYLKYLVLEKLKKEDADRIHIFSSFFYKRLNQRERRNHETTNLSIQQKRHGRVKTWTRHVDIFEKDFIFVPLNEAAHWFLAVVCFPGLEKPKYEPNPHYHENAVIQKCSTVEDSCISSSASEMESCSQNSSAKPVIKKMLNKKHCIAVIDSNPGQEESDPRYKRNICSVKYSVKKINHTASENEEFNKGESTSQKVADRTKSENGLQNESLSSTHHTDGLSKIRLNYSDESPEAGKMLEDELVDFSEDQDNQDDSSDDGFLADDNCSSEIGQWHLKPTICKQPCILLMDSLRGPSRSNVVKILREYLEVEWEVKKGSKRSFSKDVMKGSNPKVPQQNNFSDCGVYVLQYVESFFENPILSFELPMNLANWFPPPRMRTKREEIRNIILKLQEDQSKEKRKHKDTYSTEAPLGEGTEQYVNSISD
Apaf-1 inh: blocks human Apaf-1 apoptosome activity; O14727; reconstituted apoptosome caspase-3 activity, DEVD-Rh110 fluorescence; inhibition, % at 20 µM; hit rate 0.71% among 330,000; active = inhibition of at least 40% at 20 µM;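 note: plate controls were DMSO wells for no effect and DEVD-CHO caspase inhibitor wells for full effect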
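Material: reconstituted apoptosome with Apaf-1, cytochrome c, caspase-9, procaspase-3, dATP. Technique: Rh110 fluorescence intensity. Buffer or medium: pH 7.5 Hepes buffer with CHAPS, BSA, DTT. Times: 30 min plus 50 min, RT.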
SENP8 block-1: SENP8 protease inhibition | Q96LD8 | purified SENP8, Z-RLRGG-aminoluciferin cleavage, luminescence | hit rate 1.2% among 330,000 | inhibition, % at 10 µM | AID 2540; in the data active = inhibition above about 50%
Target sequence (Q96LD8 whole entry, looked up): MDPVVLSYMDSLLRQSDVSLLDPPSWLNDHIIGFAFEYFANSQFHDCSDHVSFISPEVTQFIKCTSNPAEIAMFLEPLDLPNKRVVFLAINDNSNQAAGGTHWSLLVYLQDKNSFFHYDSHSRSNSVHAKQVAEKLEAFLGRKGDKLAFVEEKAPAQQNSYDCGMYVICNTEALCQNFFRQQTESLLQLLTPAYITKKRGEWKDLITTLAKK
HKDC1 inh: blocks human hexokinase HKDC1 activity; Q2TB90; recombinant HKDC1, G6PDH/diaphorase resazurin coupled fluorescence; hit rate 0.16% among 340,000; inhibition, % at 20 µM; AID 493160;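 active = inhibition above about 35% when tested at 20 µM, limit read from the data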;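 note: plate controls were DMSO wells with enzyme for no effect and DMSO wells lacking enzyme for full effect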
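Assay system – recombinant HKDC1 (HK5) hexokinase enzyme, produced in-house · Input – HKDC1 at 5 µg/mL · Reagent – glucose plus 1 mM ATP as hexokinase substrates · Timing – 90 min reaction incubation at room temperature, dark · Measured by – G6PDH/diaphorase-coupled fluorescence, 1 mM NADP, 100 µM resazurin, 525/613 nm · Benchmarks – DMSO-enzyme wells negative, buffer-substituted wells positive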
SENP7 inh: inhibitors of human SENP7 protease. Q9BQF6. recombinant SENP7, Z-RLRGG-aminoluciferin luminescence, 40 min. inhibition, % at 5 µM. hit rate 1.5% among 330,000. AID 434973;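 active = inhibition above about 50% at the single test dose, limit read from the data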;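 note: plate controls were DMSO with enzyme for no effect and no enzyme buffer wells for full effect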
PfGluPho inh: PfG6PD (Plasmodium falciparum) enzyme inhibition. PfGluPho enzyme, NADPH resazurin-diaphorase fluorescence. inhibition, % at 20 µM. hit rate 0.78% among 350,000. AID 504690;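 active = inhibition reaching at least a set limit at 20 µM in the primary screen, cut at about 59% in these data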;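 note: 0% = DMSO wells with substrate and 100% = DMSO wells lacking glucose-6-phosphate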
SENP8 block-2: SENP8 (human) protease inhibition; recombinant SENP8, Nedd8 substrate fluorescence; inhibition, % at 20 µM; hit rate 0.64% among 360,000; AID 602440; in the data active = inhibition mostly above about 40%, no sharp cut-off; inactive = mostly below about 27%
NLRP3 yeast inh: blocks the NALP3 inflammasome reconstituted in yeast; AID 2825; inhibition, % at 10 µM; hit rate 0.39% among 330,000; Yeast reconstituted NLRP3/ASC/caspase-1, beta-gal luminescence, 24 h;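 active = inhibition of 50% or more; inactive = inhibition below 50%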;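 note: plate controls were induced DMSO wells for no effect and uninduced yeast grown without galactose for full effect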
SENP1 inh: SENP1 (human) catalytic domain inhibition; recombinant SENP1 catalytic domain, CyPet-SUMO1-YPet FRET cleavage; inhibition, % at 10 µM; hit rate 0.21% among 360,000;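 active = inhibition at least 30% at 10 µM, raw YFP signal under a set limit, fluorescence ratio 0.5 to 1.5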;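 note: 0% = enzyme with DMSO and 100% = no enzyme wells; some results filed as inactive read as strong as hits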
Target sequence (Q9P0U3 419-644 limits assumed): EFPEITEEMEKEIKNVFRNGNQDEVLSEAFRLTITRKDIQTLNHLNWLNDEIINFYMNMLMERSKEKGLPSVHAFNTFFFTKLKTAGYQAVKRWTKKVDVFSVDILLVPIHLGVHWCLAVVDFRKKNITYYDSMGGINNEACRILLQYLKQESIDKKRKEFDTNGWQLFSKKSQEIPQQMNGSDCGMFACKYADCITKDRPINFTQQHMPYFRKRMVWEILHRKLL
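system = hSENP1 catalytic domain, recombinant | reagent = SFCypet-SUMO1-SFYpet substrate at 25 nM | doses = one dose per compound, 10 µM, 0.5% DMSO | incubation = enzyme reaction for 50 min at room temperature, dark | measured by = FRET, CFP and YFP emission | controls = no-enzyme low, enzyme-DMSO high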
Starred values were filed as active, the others as inactive; x = no result given.

Sequence of screens: SENP6 inh, Apaf-1 inh, SENP8 block-1, HKDC1 inh, SENP7 inh, PfGluPho inh, SENP8 block-2, NLRP3 yeast inh, SENP1 inh
1. Cc1ccc(-n2c(C)cc(C(=O)COC(=O)C3=NNC(=O)CC3)c2C)cc1
  -4, 19, -3, -4, 4, 0, 18, 0, -2
2. COc1ccc(C2C(C(=O)NCc3ccccn3)CCC(=O)N2c2cc(OC)c(OC)c(OC)c2)cc1 (stereo not given)
  -5, -13, -5, -2, -1, -7, 6, -12, 2
3. O=C(/C(=N/N=C/c1ccc(O)c(O)c1)c1ccccc1)c1ccccc1
  -15, 9, -3, -3, 3, -16, 25, 18, 4
4. COC(CN(C)S(=O)(=O)c1cc2c3c(c1)CCC(=O)N3CCC2)OC
  -6, -5, 10, -5, 5, -12, 8, 16, 1
5. Cc1c(Cl)c([N+](=O)[O-])nn1CCCC(=O)Nc1cccc(Cl)c1Cl
  2, 10, 3, -9, 4, 20, 14, 20, 2
6. CCOC(=O)c1cn(-c2ccc(F)c(F)c2F)c2c(F)c(F)c(F)cc2c1=O
  -4, 3, 0, -9, -2, -11, 30, 11, 1
7. O=C(c1csc2ccccc12)N1CCN(c2ccccn2)CC1
  -1, 4, -2, -8, 12, -7, 21, 8, -1
8. O=Cc1ccccc1-c1cn(CN2C(=O)c3ccccc3C2=O)nn1
  -8, 9, -4, -5, -9, 3, 21, -15, 3
9. C[C@H]1[C@H](C)CC[C@]2(C(=O)O)CC[C@]3(C)C(=CC[C@@H]4[C@@]5(C)CC[C@H](O)C(C)(C)[C@@H]5CC[C@]43C)[C@H]12
  4, -26, 1, -12, 5, -76, 2, -1, 0
10. CC(C)C(=O)NNC(=O)CSc1ncnc2c1cnn2-c1ccccc1Cl
  -11, 9, -7, -13, -9, 15, 11, 10, 0
11. CN(Cc1nc(C(c2ccccc2)c2ccccc2)no1)CC1COCCO1 (stereo not given)
  0, -4, 2, 19, -4, -1, 14, 16, -2
12. O=C(COC(=O)/C=C/c1ccccc1[N+](=O)[O-])Nc1ccc2[nH]c(=O)[nH]c2c1
  3, -18, 7, 6, -1, 26, -29, 3, -26
13. Cc1nc(C)c(-c2csc(Nc3ccc(O)c(C(=O)O)c3)n2)s1
  25, -5, 11, 4, -13, 46, -446, 3, 2
14. NS(=O)(=O)c1ccc(NC(=O)Nc2cccc3ccccc23)cc1
  -13, 6, -2, 5, 1, 4, -52, 7, 1
15. COc1ccc(C)cc1S(=O)(=O)NC(C)C(=O)NC1CC1 (stereo not given)
  -7, 1, 2, 1, -13, -10, 13, 14, -1
16. CCCN1C(=O)C2(C(C(=O)c3ccc(C)o3)=C(O)C(=O)N2CCCOC)c2ccccc21 (stereo not given)
  -10, -1, -6, -1, -9, -5, -27, 0, -2
17. COC(=O)[C@@]1(Cc2ccccc2)[C@H]2C(=O)N(C)C(=O)[C@H]2[C@H]2CN=C(SCc3ccccc3)N21
  x, 25, x, -1, -2, -1, 18, x, 4
18. CC1CCN(c2ccc(-c3cccs3)nn2)CC1
  99*, 2, 94*, -5, 96*, 4, -32, 52*, 1
19. COCc1nnc(NC(=O)c2cc(C(=O)OC)cc([N+](=O)[O-])c2)s1
  -19, 4, -3, -5, -4, -11, 26, -10, 0
20. O=C(OCC(=O)c1ccc[nH]1)c1ccc(F)c(S(=O)(=O)N2CCOCC2)c1
  -7, 13, -18, -2, -7, -17, 0, 5, -2
21. CC(C)Oc1ccc(N2CC(C(=O)Nc3ccc(N4CCOCC4)cc3)CC2=O)cc1 (stereo not given)
  -3, -107, -4, 0, 0, -4, 29, 7, 0
22. CC1CCC2(CC1)C(Nc1cccc(Cl)c1)=NC(=S)N2CC#N (stereo not given)
  -4, 16, 1, 1, 5, 2, 16, -11, 1
23. Nn1c(SCC(=O)Nc2ccc(N3CCOCC3)cc2)nnc1-c1ccccc1F
  2, 2, -2, -5, 5, 8, 8, 17, 4
24. Cc1nnc(SCC(=O)Nc2ccc3c(c2)OCCO3)n1CC1CCCO1 (stereo not given)
  6, -13, -1, -3, -3, -4, 20, 0, 3
25. O=C(NCCCN1CCCCCC1)C1CC(=O)N(C2CCCC2)C1 (stereo not given)
  -26, 16, 6, -3, -7, 7, 21, 7, -9
26. CC(C)NS(=O)(=O)c1ccc(OCC(=O)Nc2ccc3c(c2)OCCO3)cc1
  -7, -17, 3, -8, 2, -2, 14, -1, 1
27. COc1ccc(CNC(=O)C(=O)NCC2OCCCN2S(=O)(=O)c2cccs2)cc1 (stereo not given)
  21, 7, 1, 7, 7, 3, 7, 4, 1
28. COc1cc(NC(=O)c2ccccc2Cl)ccc1NC(=O)c1cccs1
  -9, -6, 3, -7, -4, 5, 2, 25, 0
29. CCOC(=O)c1c(NC(=O)c2ccco2)n(C2CCCCC2)c2nc3ccccc3nc12
  73*, 88*, 51*, 15, 43, 30, -262, 19, -25
30. Cc1noc(C)c1COC(=O)[C@H](C)NS(=O)(=O)c1ccc(Cl)c(Cl)c1
  1, 6, -3, -7, 3, -11, 9, 5, 0
31. CCOc1cc(S(=O)(=O)N2CCN(c3ccc(F)cc3)CC2)c(OCC)cc1-n1cnnn1
  -34, 14, -9, -3, -11, -6, 1, -15, 2
32. O=C(CCCc1ccccc1)NCCCc1ccccc1
  -5, 7, 6, 0, -2, -12, 5, 23, 1
33. CC(C)CC(=O)Nc1cccc(-c2nc3ccccc3[nH]2)c1
  8, 2, -5, -2, 17, 11, -16, 9, -1
34. COc1ccc(C(C)C)cc1S(=O)(=O)Nc1ccncc1
  -3, -2, 3, -8, 0, 5, 7, 12, 1
35. Cc1ccc(C(=O)Nc2nccs2)cc1S(=O)(=O)N1CCCCC1
  3, -1, -2, -6, 1, -11, -2, -23, 2
36. O=C(Nc1ccccc1C(=O)NCCCn1ccnc1)c1ccc(Cl)cc1Cl
  -24, -3, -1, -1, -6, -6, 15, 4, -4
37. Cc1ccc(C(=O)CNc2cc(C)ccc2C)cc1
  -3, 10, -15, -3, -13, -15, 30, 12, 0
38. O=C(O)c1ccc(CSc2nnnn2C2CCCCC2)cc1
  5, -1, -2, -9, -4, -21, 6, 5, 1
39. Cc1ccc(Nc2nc(C)c3c(n2)CC(C)CC3=O)c(C)c1 (stereo not given)
  -3, -18, 6, -2, -2, 1, -43, 29, 4
40. NS(=O)(=O)c1ccc(NC(=O)CSc2nc(Nc3ccccc3)nc(N3CCOCC3)n2)cc1
  -7, 10, -7, -2, 2, 20, 10, -4, 3
41. Clc1ccc(CNc2ncccn2)cc1
  x, x, x, -5, x, 5, 15, x, 0
42. O=C(O)c1n[nH]nc1-c1ccccc1
  2, 0, -8, 4, -7, -11, 6, 3, 0
43. CCCNC(=O)C(NS(=O)(=O)c1ccc2c(c1)c(=O)n(C)c(=O)n2C)c1ccccc1 (stereo not given)
  2, 7, -7, -8, -3, 8, -4, 5, 0
44. CCOc1ccc(S(=O)(=O)N(CC)CC(=O)N2CCCC2)cc1
  -23, -8, -17, -11, 10, 5, 0, 8, -1
45. COc1cc(CN2CCN(CCc3ccccc3)C(CCO)C2)cc(OC)c1 (stereo not given)
  -11, 0, -1, -2, 4, -17, -14, -4, 2
46. CC(C)(C)n1nnnc1C(c1ccc(C(F)(F)F)cc1)N(Cc1ccccc1)Cc1ccco1 (stereo not given)
  -12, 7, 6, 0, 0, 2, 26, 7, -2
47. CC1CN(C(=O)CCNC(=O)c2ccccc2Cl)CC(C)O1 (stereo not given)
  -26, -2, -2, -3, -10, -17, 18, 9, 0
48. Cc1ccccc1N=C1NC(=O)C(CO)(CO)S1
  -18, -4, 1, -4, -6, -2, 4, 15, 1
49. CC(OC(=O)c1snc(C(=O)NC2CCCCC2)c1N)C(=O)NC1CCCCC1 (stereo not given)
  2, -2, 7, -2, 3, -6, -273, 14, -3
50. NC(=O)CSc1nc(C2CC2)nc2sc3c(c12)CCCC3
  75*, 14, 74*, -15, 68*, -18, 11, 6, 2
51. O=[N+]([O-])c1ccc(/C=N/Nc2ccccn2)cc1
  -12, 8, -18, -2, 15, -2, 30, 9, 22
52. Cc1cccc(C)c1NCc1nnc(SCC(=O)Nc2nc(-c3ccccc3)cs2)n1-c1ccccc1
  -17, 21, -6, -4, 9, -6, 21, -11, 3
53. O=c1oc2ccccc2cc1-c1ccccc1
  4, -5, 18, -11, 24, -10, -414, 29, 0
54. COc1ccc(C2CC(c3ccccc3)=NN2c2ccc(/C=N/NC(=O)c3ccncc3)cc2)cc1 (stereo not given)
  6, 9, 0, 0, 8, 12, -38, 32, -10
55. O=C(COC(=O)c1ccc(NS(=O)(=O)c2ccc(F)c(F)c2)cc1)NCC1CCCO1 (stereo not given)
  -22, 0, 3, -5, 3, -9, 5, 3, 3
56. COC(=O)C1C(c2ccccc2)C(C(=O)OCc2ccco2)C1c1ccccc1 (stereo not given)
  4, 12, -4, 1, 0, 7, 0, 19, -1
57. Cc1ccc(C)c(S(=O)(=O)N2CCCCC2CCNC(=O)C(=O)NCc2ccco2)c1 (stereo not given)
  -6, 11, 3, -2, 2, 14, 1, 7, 1
58. COc1cccc(NC(=O)CCc2nnc3ccc(NCc4ccco4)nn23)c1
  -3, -1, 1, 6, -3, 14, 13, 2, -7
59. O=C(SCC(O)C(O)CS)c1cccs1 (stereo not given)
  -5, -3, -3, -4, 4, -1, 7, 6, 4
60. Cc1cc(-n2c(C)cc(C(=O)COC(=O)CN=C3NS(=O)(=O)c4ccccc43)c2C)no1
  -15, -7, -6, -4, 2, -7, 22, 0, 1

(next part)
Sequence of screens: SENP6 inh, Apaf-1 inh, SENP8 block-1, HKDC1 inh, SENP7 inh, PfGluPho inh, SENP8 block-2, NLRP3 yeast inh, SENP1 inh
61. Cc1ccc(Cn2c(SCCN3CCCCC3)nc3c2c(=O)n(C)c(=O)n3C)cc1
  -2, 9, -4, -4, -1, -22, 16, 23, 1
62. C[C@H](CO)N1C[C@H](C)[C@@H](CN(C)S(C)(=O)=O)Oc2ccc(N(C)C)cc2C1=O
  -16, 1, -5, 1, -2, -1, -136, 11, 0
63. COC(=O)C1=C(C)OC(N)=C(C#N)C1c1ccc(OC)c(CSc2ccccn2)c1 (stereo not given)
  0, 7, 2, 7, -8, -10, -88, 5, -13
64. Cc1ccc(OCCOc2ccc(Cl)cc2Cl)c([N+](=O)[O-])n1
  -9, 9, -5, -6, 0, 6, 13, 34, 3
65. COc1cccc(NC(=O)c2nnn(CCc3ccccc3)c2N)c1
  72*, 8, 64*, 0, 76*, 14, 2, 28, 1
66. Cn1nc(C(F)(F)F)c(C#N)c1N1CCN(c2ccccc2)CC1
  5, -14, -1, 1, -11, 10, 17, -2, 1
67. Cc1cc(C)nc(Sc2c(C)nn(-c3ccccc3)c2C)n1
  -1, -7, 5, -3, 6, 1, 20, 13, 1
68. CCCOc1ccc(N2CC(C(=O)Nc3ncccc3C)CC2=O)cc1 (stereo not given)
  13, -2, 5, -1, 5, -10, 28, 10, 0
69. Cc1ccc(Cl)cc1N(CC(=O)NC(C)c1ccccc1)S(C)(=O)=O (stereo not given)
  12, 2, 3, 3, -1, 21, 10, 5, 3

Rows were taken by chance, and some 4.1% of all compounds hit somewhere here.
